Compound activity: PubChem, several laboratories
NOD2 RIPK2 PPI: NOD2-RIPK2 protein interaction inhibition; inhibition, % at 4.98 µM; O43353; CHO BLA complementation NOD2-RIPK2, CCF4 ratio; 360,000 compounds, 0.38% hits; in the data active means inhibition above about 21%;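 further: 0% = vehicle only and 100% = reference blocker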
NR2F2 inh: inhibitors of human COUP-TFII (NR2F2). P24468. HEK293T NGFI-A luciferase reporter, luminescence. inhibition, % at 8.6 µM. 370,000 compounds, 0.7% hits. AID 686940;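 active means inhibition above a per-plate cutoff, mean inhibition of test wells between control levels plus 3 SD, cut at about 38% in these data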;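 further: cells cotransfected with COUP-TFII expression vector driving the NGFI-A reporter; 0% = median of COUP-TF2 test wells and 100% = reporter-only cells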
SRC3 inh: inhibits human SRC3 coactivator; HEK293 GAL4-SRC3 luciferase reporter, luminescence; Q9Y6Q9; 360,000 compounds, 0.17% hits; inhibition, % at 3.6 µM; AID 588352;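 active means inhibition above a per-campaign cutoff, the mean of all compounds plus 3 SD, cut at about 60% in these data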;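 further: 0% = DMSO-treated cells and 100% = gossypol-treated cells at 36 µM; higher means less SRC3-driven luciferase light from the GAL4 reporter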
NR5A2 inv ag: NR5A2 inverse agonism in reporter assay; 360,000 compounds, 0.13% hits; O00482; HEK293T StAR-luciferase reporter, LRH-1 transfected, 24 h; inhibition, % at 3.6 µM;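 active means inhibition above the mean inhibition of all tested compounds plus 3 SD, cut at about 73% in these data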;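 further: 0% = DMSO wells and 100% = reporter-only cells lacking LRH-1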
ABHD5-PLIN5 inh: inhibitors of human ABHD5-perilipin-5 interaction; Q00G26+Q8WTS1; Split G. princeps luciferase complementation, luminescence, 4 h; inhibition, % at 4 µM; 360,000 compounds, 0.78% hits;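 active means inhibition above the mean inhibition across every tested compound plus 3 SD, cut at about 22% in these data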;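 further: 0% = DMSO only wells and the 100% control is not disclosed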
Target sequence (Q00G26 whole entry, looked up): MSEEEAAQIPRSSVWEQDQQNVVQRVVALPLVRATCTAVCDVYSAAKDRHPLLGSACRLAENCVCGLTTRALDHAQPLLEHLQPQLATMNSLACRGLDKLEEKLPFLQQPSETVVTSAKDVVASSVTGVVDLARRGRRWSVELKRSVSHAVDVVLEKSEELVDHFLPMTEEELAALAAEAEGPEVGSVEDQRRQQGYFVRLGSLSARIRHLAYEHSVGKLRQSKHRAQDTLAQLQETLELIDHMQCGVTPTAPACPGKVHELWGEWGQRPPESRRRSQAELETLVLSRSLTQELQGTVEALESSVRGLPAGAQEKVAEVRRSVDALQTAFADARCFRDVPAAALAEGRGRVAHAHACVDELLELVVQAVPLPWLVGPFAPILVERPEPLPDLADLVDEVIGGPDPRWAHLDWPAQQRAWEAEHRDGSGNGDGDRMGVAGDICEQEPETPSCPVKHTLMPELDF
Target sequence (Q8WTS1 whole entry, looked up): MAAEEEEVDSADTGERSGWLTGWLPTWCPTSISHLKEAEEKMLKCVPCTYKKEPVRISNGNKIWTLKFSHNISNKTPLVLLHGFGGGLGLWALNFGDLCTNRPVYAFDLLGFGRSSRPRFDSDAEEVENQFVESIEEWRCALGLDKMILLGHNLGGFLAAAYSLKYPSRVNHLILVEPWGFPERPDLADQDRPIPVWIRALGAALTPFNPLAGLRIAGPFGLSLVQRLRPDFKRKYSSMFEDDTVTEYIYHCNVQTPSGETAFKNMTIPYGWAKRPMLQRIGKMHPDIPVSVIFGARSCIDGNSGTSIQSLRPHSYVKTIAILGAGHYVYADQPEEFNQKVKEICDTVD
NCOA1 inh: inhibits human SRC1 coactivator | AID 588354 | inhibition, % at 3.6 µM | 360,000 compounds, 0.12% hits | HEK293 GAL4-SRC1 luciferase reporter, luminescence | Q15788;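 active means inhibition above the campaign mean plus 3 SD, with each screening campaign given its own cutoff, cut at about 60% in these data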;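 further: 0% = DMSO treated cells and 100% = gossypol at 36 µM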
TWEAK Fn14 block: blocks TWEAK-Fn14 interaction in a reporter cell assay | 360,000 compounds, 2% hits | inhibition, % at 10 µM | TWEAK-stimulated Fn14 reporter cells, luciferase luminescence, 8 h; in the data active means inhibition above about 50%
Exocytosis inh: blocks lytic granule exocytosis | TALL-104 LAMP-1 surface exposure, flow cytometry; cells stimulated with thapsigargin and PMA | inhibition, % at 10 µM | 360,000 compounds, 0.66% hits;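 active means inhibition above about 55%, limit read from the data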
SRC2 inh: inhibits human steroid receptor coactivator 2. Q15596. HEK293 GAL4-SRC2 luciferase reporter, luminescence. inhibition, % at 9 µM. 370,000 compounds, 0.17% hits;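 active means inhibition above the mean inhibition of all tested compounds plus 3 SD, set per campaign, cut at about 52% in these data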;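 further: 0% = DMSO treated cells and 100% = cells given Gossypol at 36 µM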
TROY signal inh: inhibitors of TROY-dependent NF-kB signaling | Q293 LMP1-TROYcd NF-kB luciferase reporter, 4 h | inhibition, % at 10 µM | 360,000 compounds, 0.98% hits | AID 1347056;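 active means compounds whose plate-normalised and pattern-corrected inhibition of the luciferase reporter signal at the single screening dose is 50% or more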
TLR9-MyD88 inh: inhibitors of human TLR9-MyD88 binding | Q9NR96+Q99836 | CHO BLA complementation TLR9-MyD88, CCF4 FRET ratio | inhibition, % at 4.98 µM | 340,000 compounds, 0.21% hits;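 active means inhibition above the mean over all tested compounds plus 3 SD, cut at about 21% in these data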;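 further: 0% = DMSO only wells and 100% = clavulanate BLA inhibitor control wells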
An asterisk follows results filed as active; nt = not tested or not shown; & = joins results of further samples. This is a subset; the hit share may differ from the screen's.

SMILES	NOD2 RIPK2 PPI	NR2F2 inh	SRC3 inh	NR5A2 inv ag	ABHD5-PLIN5 inh	NCOA1 inh	TWEAK Fn14 block	Exocytosis inh	SRC2 inh	TROY signal inh	TLR9-MyD88 inh
COc1ccc(OC)c(S(=O)(=O)n2ccnc2C(C)C)c1	5	8	-2	15	11	15	-6	15	20	2	-7
CCOC1=C2[C@@H](CN(S(=O)(=O)c3ccccc3C)[C@H]2c2ccc(Cl)cc2)[C@H]2C(=O)NC(=O)[C@H]2C1	7	-15	11	-14	-6	-1	14	2	-23	14	nt
CCCCCC(=O)N1CCN(CCN=CC2=C(O)CC(c3cccs3)CC2=O)CC1 (stereo unspecified)	3&-1	-5&14	-9&18	-4&-3	12&0	2&-12	5&3	-25&-3	0&0	4&17	-16&10
COc1ccccc1/C=C/C(=O)OC(C)CN1CCCCC1 (stereo unspecified)	-6	6	5	16	0	9	0	0	32	-3	9
Cc1ccc(C)c(N2CCN(C(=O)c3csc4ccccc34)CC2)c1	-2	-11	-3	11	-2	-17	17	-3	-13	-15	-5
O=C(Cn1c(=O)oc2cc(S(=O)(=O)N3CCCC3)ccc21)Nc1ccc(C(F)(F)F)cc1	-3	1	12	-21	6	3	-32	1	-6	-13	-3
COc1ccc(OC)c(Nc2ccc(C(=O)O)cc2[N+](=O)[O-])c1	3	3	7	8	3	3	-6	-2	-13	-7	-3
COc1ccc2nc(NC(=O)CCN3C(=O)c4ccccc4C3=O)sc2c1	4	1	-4	-13	-4	-3	-8	-2	1	0	6
COc1cccc(NS(=O)(=O)c2ccc(C)c(C(=O)N3CCCCC3)c2)c1	2	-4	-21	-2	-5	-6	-31	-2	1	4	5
c1ccc(Nc2cccc3ccccc23)cc1	-7	-8	-5	-17	-14	-9	-27	10	-25	-50	-24
O=C(OCC(=O)N1CCN(c2ccccc2)CC1)c1ccccc1[N+](=O)[O-]	-1	-35	-72	-85	0	-91	21	-4	-72	6	2
CCOCC(=O)N1CCN(Cc2ccc3c(c2)OCO3)CC1	-6	7	0	-1	-9	-2	11	-6	-6	-27	-6
Cc1nc2c(Cl)c(C)nn2c2c1CCC2	0	-1	18	3	-2	24	-21	4	4	10	7
Clc1ccc(Cn2ncc3c(N4CCCCC4)ncnc32)c(Cl)c1	-5	-8	14	-1	-3	-8	nt	-1	-8	nt	2
CCOC(=O)C1(Cc2cccc(OC)c2)CCN(Cc2ccc(C)s2)CC1	-9	18	14	11	4	4	-6	0	21	9	-9

3 of the entries above in order of their number in NR2F2 inh, descending.
Compound	NR2F2 inh
COc1ccccc1/C=C/C(=O)OC(C)CN1CCCCC1 (stereo unspecified)	6
COc1ccc(OC)c(Nc2ccc(C(=O)O)cc2[N+](=O)[O-])c1	3
c1ccc(Nc2cccc3ccccc23)cc1	-8

The listing continues.
SMILES	NOD2 RIPK2 PPI	NR2F2 inh	SRC3 inh	NR5A2 inv ag	ABHD5-PLIN5 inh	NCOA1 inh	TWEAK Fn14 block	Exocytosis inh	SRC2 inh	TROY signal inh	TLR9-MyD88 inh
Cc1ccc2c(c1)c(CC(=O)Nc1ccc(C)c(F)c1)c(C(=O)O)n2C	5	-8	-14	-6	8	11	-46	4	-4	17	2
Cc1ccc2oc(=O)cc(CN3CC(C)OC(C)C3)c2c1 (stereo unspecified)	-3	-9	3	12	-1	-22	-4	-2	-24	0	6
CCOC(=O)c1ccc(NNC(=O)CC)c([N+](=O)[O-])c1	0	10	-14	-9	-10	1	3	-2	-5	-6	5
O=C(NNC(=O)c1ccccc1OCc1ccccc1Cl)c1csc(N2CCOCC2)n1	7	13	-36	-6	-2	-12	-60	-8	-6	-10	-1
CCC(=O)N[C@@H]1C=C[C@@H](CC(=O)NCc2ccccc2F)O[C@@H]1CO	-12	-6	nt	27	-3	nt	nt	2	-2	nt	nt
COc1cc(C(=O)NNC(=O)c2cc(-c3ccccc3)n[nH]2)cc(OC)c1C	10	-2	-27	7	4	-70	12	1	-6	0	-5
COc1cc(CNC(=O)c2cc(-c3cc(Cl)ccc3C)n[nH]2)cc(OC)c1	-3	8	-7	-26	-4	0	4	-4	3	4	nt
COc1ccc(N/N=C(\C#N)C(=N)N2CCCCC2)cc1	-2	-51	-73	-82	6	-83	-7	-7	-60	7	9
O=C(Nc1ccc(F)c([N+](=O)[O-])c1)c1ccc2c(c1)OCCO2	-11	-19	-52	-36	-2	-65	-7	-2	-18	-13	-1
CCC(C)NC(=O)CSc1nc2n[nH]c(C)c2c(=N)n1-c1ccc(OC)cc1 (stereo unspecified)	-9	-18	12	0	-9	-6	-11	-5	-7	1	12
O=C(Cn1cc2c(n1)CCCC2)Nc1ccccc1Cl	-8	-3	-1	-9	-1	4	-33	-2	10	-8	5
Cc1ccc2c(c1)c(N=NC(N)=S)c(O)n2Cc1ccccc1	7	-26	4	18	-5	-1	-36	6	9	14	11
COc1cc(C(=O)NCCC(=O)NCCN2CCCCCC2)cc(OC)c1OC	4	11	10	1	1	7	14	-7	-3	11	-2
COc1cc(C)ccc1OCc1cc(C(=O)N2CCN(C3CCCCC3)CC2)no1	11	-20	-96	-58	8	-56	-26	-2	-23	-65	9
CCc1ccccc1SCc1noc(C(=O)NCC2CCCO2)c1C(=O)O (stereo unspecified)	-1	-11	16	-21	-1	-10	8	-4	-3	-3	-1
CCOC(=O)c1sc2nc3c(SCC(=O)O)cc(C(=O)c4cc(F)ccc4O)cn3c(=O)c2c1C	-9	3	15	-24	-4	-1	-6	0	-10	-72	2
COc1ccc(-c2cc3c(=O)n(CC(=O)NCc4cccnc4)nc(C)n3n2)cc1	-10	3	-33	9	3	-16	-6	-9	-23	-24	-7
Cc1ccc(CSc2[nH]c(=O)ncc2C)cc1	-8	18	4	6	3	-19	-22	-9	0	4	5
O=C(NNC(=O)c1cccs1)c1ccc(Cl)c(Cl)c1	-24	-25	8	-37	8	-16	-17	2	-26	-35	-5
CC(=O)Nc1cccc(-c2ccnc3c2CC(C(=O)NCc2ccc(N(C)C)cc2)O3)c1 (stereo unspecified)	-5	1	13	-9	2	-12	17	-2	8	7	nt
COc1ccc(OCc2nc(C#N)c(N3CCN(c4ccc(OC)cc4)CC3)o2)cc1	-9	-3	6	10	-2	1	-24	-3	15	-20	0
C/C(=N/NC(=O)CNC(=O)C1COc2ccccc2O1)c1ccc2c(c1)OCCO2 (stereo unspecified)	-3	20	-1	-16	-5	-26	7	-4	11	5	nt
O=C(NCc1ccccc1Cl)c1ccc(-c2ccccc2)cc1	8	-2	-12	-25	0	-21	-45	-3	-16	-67	6
CC(OC(=O)C1=COCCO1)C(=O)NC1(C#N)CCCCC1 (stereo unspecified)	-14	-3	12	-19	1	0	6	28	4	7	9
CSc1nc(C)c2c(n1)N(c1ccc(O)cc1)CC2	-7	-36	8	10	8	-9	-14	10	19	1	4
Cc1cc(C(=O)N2CCC(CO)(Cc3cccc(C(F)(F)F)c3)CC2)n[nH]1	6	0	11	-13	-4	2	20	0	7	2	0
CC(=O)c1c(O)cc(C)n(Nc2nc(C)cc(C)n2)c1=O	-2	8	12	0	6	-4	14	1	-11	3	-8
C[C@H](NC(N)=O)C(=O)OCC(=O)NCc1cccs1	-10	20	13	-2	1	4	20	-1	-22	0	1
O=C(CCc1ccccc1O)N/N=C/c1ccc(Sc2cccc3cccnc23)o1	-2	6	-1	-27	-12	1	109*	-2	7	-8	-4
CNC(=S)N/N=C/c1ccccc1OCC(=O)O	-2	19	1	0	3	-2	3	-2	-4	2	6
CCCN(C(=S)Nc1ccccc1)C1CCS(=O)(=O)C1 (stereo unspecified)	-5	6	4	7	-2	-4	7	9	9	8	3
COc1ccc(NC(=O)c2c(F)cccc2Cl)cc1S(=O)(=O)N1CCOCC1	-8	-6	-5	-8	-2	10	0	5	-30	7	-11
C/C=C(/C)C(=O)O[C@@H]1c2c(ccc3ccc(=O)oc23)OC(C)(C)[C@@H]1OC(C)=O	2	9	-5	-13	1	-9	-1	-4	9	-12	-3
CCCCCC(=O)N1C[C@@H](O)[C@H](n2cc(COC(=O)c3ccccc3)nn2)C[C@@H]1c1ccc(Cl)cc1	4	-6	6	1	-11	7	9	1	-6	7	-6
CCn1cc(C(=O)N[C@@H](CCSC)C(=O)NCCCN2CCOCC2)c(=O)c2cc3c(cc21)OCO3	6	5	10	0	11	15	5	2	-17	-17	-18
Cc1ccc(NC(=O)COC(=O)c2ccc(S(=O)(=O)N3CCCCC3)cc2)cc1	-12	3	4	27	-13	-5	-8	8	-2	-4	-9
Cc1ccnc(NC(=O)CCC(=O)N(Cc2ccco2)C(C(=O)NC(C)C)c2ccc(F)cc2)c1 (stereo unspecified)	0	-7	7	-8	14	2	16	-4	11	-12	-5
O=S(=O)(Nn1cnnc1)c1ccccc1	-2	13	-9	9	1	-48	-3	11	0	-23	0
COc1ccc(/C=N/NC(=O)C[n+]2ccccc2)c(OC)c1OC	0	5	-11	24	1	-16	4	-1	23	3	1
COc1ccc(N(CC(=O)NCCc2ccccc2)C(=O)CCC(=O)Nc2ccccn2)cc1	-2	14	8	4	6	-41	13	10	-6	5	2
COc1ccc(NC(=O)CS(=O)CC(=O)NCC2OCCc3ccccc32)cc1 (stereo unspecified)	4	2	5	-1	-1	1	1	-1	4	4	-2
O=C(OCc1nc2ccccc2[n+]([O-])c1C(=O)c1ccccc1)c1cccs1	-1	0	0	-1	1	-6	3	0	-6	-8	-4
CC(=O)N1c2ccc(S(=O)(=O)N3CCC(C(=O)NC(C)c4ccccc4)CC3)cc2CC1C (stereo unspecified)	-14	1	2	-2	0	-4	-2	5	-12	-11	6
Cc1cccc(N2CCN(C(=O)CCS(=O)(=O)c3ccc4c(c3)NC(=O)C(C)S4)CC2)c1C (stereo unspecified)	-15	-5	7	-3	5	9	51*	2	-16	36	-14
Cc1cnn(C(=S)NCc2ccco2)c1	0	9	0	1	-7	-88	-1	-2	-7	5	-3
O=Cc1cn(CC(=O)N2CCCCCC2)c2ccccc12	-7	-10	3	-3	-2	-10	-5	-3	-32	-20	7
COc1ccc(NC(=O)c2nn(C)c(C(=O)Nc3ccc(OC)cc3)c2[N+](=O)[O-])cc1	-2	-7	6	8	-4	3	-10	-10	5	4	7
C[C@@H](NC(=O)[C@@H]1CCCN1C(=O)[C@@H]1CCCN1C(=O)c1cccc(Cl)c1)c1ccccc1	2	-2	nt	-1	8	nt	14	-4	-26	-21	nt
Cc1ccc(C)c(NC2CCCCC2NS(=O)(=O)c2ccccc2)c1 (stereo unspecified)	-1	9	9	13	1	11	5	1	-2	-6	6
COC(=O)c1sccc1-n1cc(C#N)c(=O)n(C)c1=O	-5	-39	-4	-27	-1	12	5	-5	-53	7	13
CC(=O)c1sc(NC(=O)c2ccc(Cn3cc(Br)cn3)o2)nc1C	-5	6	2	-20	5	-9	32	1	-7	4	1
